M1 PAM parental = counter-screen for M1 PAMs: effect in parental CHO-K1 cells. ATP EC20, Fluo-8 calcium fluorescence; 0% at ATP EC20, 100% at ATP max. activation, % at 3 µM. actives 0.02% (n = 360,000);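 active means activation above the run cutoff, the mean activation of all test compounds plus 3 SD, cut at about 40% in these data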;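 further: peak over basal fluorescence ratio in a 140 s read after ATP addition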
TAAR1 antag = antagonists of human TAAR1; CHO RD-HGA16 TAAR1, Fluo-8 calcium fluorescence, antagonist; inhibition, % at 3 µM; actives 1.5% (n = 360,000);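 active means inhibition above a per-plate cutoff, the mean inhibition of test compounds on that plate plus 3 SD, cut at about 49% in these data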;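 further: 0% = DMSO plus EC80 beta-PEA response and 100% = DMSO alone without agonist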
Target sequence (Q96RJ0 whole entry, looked up): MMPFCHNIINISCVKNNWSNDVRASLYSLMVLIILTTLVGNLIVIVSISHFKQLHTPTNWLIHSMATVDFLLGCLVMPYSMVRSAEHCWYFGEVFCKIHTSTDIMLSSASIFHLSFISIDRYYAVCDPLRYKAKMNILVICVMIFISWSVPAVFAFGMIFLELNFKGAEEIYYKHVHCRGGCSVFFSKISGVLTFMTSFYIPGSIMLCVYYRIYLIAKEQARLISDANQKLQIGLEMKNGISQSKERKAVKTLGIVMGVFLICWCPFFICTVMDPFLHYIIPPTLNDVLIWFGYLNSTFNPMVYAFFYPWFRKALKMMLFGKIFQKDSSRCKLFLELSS
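Assay system: CHO-derived RD-HGA16 cells stably expressing human TAAR1 plus Gα16. Timing: 140 s kinetic read after compound, 140 s after agonist. Technique: kinetic Fluo-8 calcium fluorescence measurement. Measure: % inhibition of agonist calcium response.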
CRFR2-BP antag = antagonists of CRF-binding protein/CRF-R2 receptor complex. HEK293 CRF-R2/CRF-BP, CRF-induced calcium fluorescence. inhibition, % at 11.8 µM. actives 0.59% (n = 350,000). AID 588475;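 active means inhibition of the ligand-induced calcium signal above about 50% at the single tested concentration, limit read from the data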
CHRM5 antagonist = CHRM5 antagonism in calcium assay | CHO-hM5 cells, Fluo-8 calcium fluorescence, ACh EC80 | inhibition, % at 3 µM | actives 0.59% (n = 360,000);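 active means inhibition above a per-plate cutoff, the mean of that plate's test compounds plus 3 SD, cut at about 27% in these data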;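 further: 0% = acetylcholine EC80 with DMSO and 100% = DMSO without agonist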
Target sequence (P08912 whole entry, looked up): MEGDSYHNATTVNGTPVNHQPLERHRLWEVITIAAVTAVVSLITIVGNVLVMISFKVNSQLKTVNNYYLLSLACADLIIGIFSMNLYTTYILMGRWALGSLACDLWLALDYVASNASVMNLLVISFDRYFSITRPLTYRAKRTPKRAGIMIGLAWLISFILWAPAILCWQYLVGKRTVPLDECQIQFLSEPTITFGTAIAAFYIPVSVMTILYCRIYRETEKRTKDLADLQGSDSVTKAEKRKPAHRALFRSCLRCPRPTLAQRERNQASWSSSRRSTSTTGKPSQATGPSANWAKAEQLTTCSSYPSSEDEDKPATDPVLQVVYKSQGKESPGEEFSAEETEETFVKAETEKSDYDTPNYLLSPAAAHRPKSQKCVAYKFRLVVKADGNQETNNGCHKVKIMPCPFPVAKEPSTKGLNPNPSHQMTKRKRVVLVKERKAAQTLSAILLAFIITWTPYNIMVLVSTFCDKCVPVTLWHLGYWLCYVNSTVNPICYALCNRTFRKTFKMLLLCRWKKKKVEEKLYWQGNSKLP
TAAR1 ag = human TAAR1 agonism; actives 0.99% (n = 360,000); activation, % at 3 µM; Q96RJ0; AID 624467; CHO RD-HGA16 TAAR1, Fluo-8 calcium fluorescence; vehicle wells 0%, saturating PEA agonist 100%;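 active means activation above the mean activation of all test compounds in the run plus 3 SD, cut at about 38% in these data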
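Test system: RD-HGA16 (CHO) cells co-expressing Gα16 and hTAAR1 | Doses: Single dose, 3 µM | Schedule: 17-24 h seeding, 75 min 37 °C dye, 30 min RT | Evaluation: % activation from peak over basal fluorescence ratio, DMSO-to-PEA scaled | Technique: Kinetic Fluo-8 calcium fluorescence | Benchmarks: Low control DMSO, high control PEA (EC100)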
CHRM5 agonist = agonists of human muscarinic M5 receptor (CHRM5); P08912; CHO-K1 hM5 cells, Fluo-8 calcium fluorescence; 0% DMSO wells, 100% maximal acetylcholine response; activation, % at 3 µM; actives 0.19% (n = 360,000); AID 624037;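 active means activation above the run's mean over test compounds plus 3 SD, cut at about 23% in these data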;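 further: signal is peak over basal fluorescence ratio across the kinetic read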
CHRM5 PAM = positive allosteric modulators of human muscarinic M5 receptor; P08912; CHO-K1 hM5, Fluo-8 calcium, ACh EC20 PAM; 0% = ACh EC20, 100% = ACh EC100; activation, % at 3 µM; actives 0.3% (n = 360,000);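 active means activation above the run cutoff, the mean activation of all test compounds plus 3 SD, cut at about 18% in these data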
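system = human M5 receptor in CHO-K1 cells | reagent = EC20 acetylcholine as agonist stimulus | compound dosing = single-point, 3 µM nominal | incubation = Fluo-8 loading 80 min at 37 °C plus 30 min room temperature | detection = Fluo-8 calcium dye fluorescence, kinetic read | benchmarks = low control EC20 acetylcholine (0%), high control EC100 acetylcholine (100%)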
CRFBP-R2 agonist = agonists of human CRF-binding protein/CRF-R2 receptor complex; actives 0.46% (n = 350,000); activation, % at 13.2 µM; HEK293 CRF-R2/CRF-BP, calcium dye fluorescence (FLIPR); percent of saturating CRF peptide response;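 active means activation of at least 50%, plus an integration ratio under a set limit after plate pattern correction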;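 further: plate controls were neutral control wells without compound for no effect and CRF at EC100 for full effect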
CHRM4 PAM = CHRM4 positive allosteric modulation; P08173; CHO-K1 hM4/Gqi5, Fluo-8 calcium fluorescence, ACh EC20; 0% = ACh EC20, 100% = maximal ACh; activation, % at 3 µM; actives 0.4% (n = 360,000);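 active means activation above its plate's cutoff, the mean activation of sample wells plus 3 SD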; further: some results filed as inactive read as strong as hits
Numbers without * were called inactive.

Screening Cc1ccc(C(=O)NCCNC(=O)COc2ccccc2Cl)cn1 returned M1 PAM parental 10, TAAR1 antag -9, CRFR2-BP antag 7, CHRM5 antagonist 15, TAAR1 ag 5, CHRM5 agonist -2, CHRM5 PAM -3, CRFBP-R2 agonist -1.1 and CHRM4 PAM 2.
CN(C)CCNC(=O)c1cccc(-c2cnc3c(NC=O)cc(/C=C/c4ccccc4)cn23)c1 was read as M1 PAM parental 5, TAAR1 antag -9, CHRM5 antagonist -3, TAAR1 ag 2, CHRM5 agonist -1, CHRM5 PAM -1 and CHRM4 PAM 4.
Screening Cc1cc(S(=O)(=O)n2cnc3ccccc32)c(C)cc1Cl returned M1 PAM parental 19, TAAR1 antag 2, CRFR2-BP antag 25, CHRM5 antagonist -3, TAAR1 ag 1, CHRM5 agonist -1, CHRM5 PAM 1, CRFBP-R2 agonist -1.5 and CHRM4 PAM 2.
Screening O=C(O)CCC(=O)Nc1ccccc1Oc1ccccc1 returned M1 PAM parental 17, TAAR1 antag -7, CRFR2-BP antag 0, CHRM5 antagonist -6, TAAR1 ag 0, CHRM5 agonist 0, CHRM5 PAM 9, CRFBP-R2 agonist -1.4 and CHRM4 PAM 5.
For Cc1[nH]c2ccc(-c3nnc(SCC(=O)c4ccccc4F)o3)cc2c1C the results were M1 PAM parental -9, TAAR1 antag 43, CRFR2-BP antag -15, CHRM5 antagonist 10, TAAR1 ag 4, CHRM5 agonist 2, CHRM5 PAM -12, CRFBP-R2 agonist 2.3 and CHRM4 PAM -5.
For CCNC(=O)C(=O)NCC1OCCCN1S(=O)(=O)c1ccc(F)cc1C (stereo unspecified) the results were M1 PAM parental 4, TAAR1 antag -5, CRFR2-BP antag -6, CHRM5 antagonist 2, TAAR1 ag 2, CHRM5 agonist 0, CHRM5 PAM 3, CRFBP-R2 agonist -0.8 and CHRM4 PAM 6.
Screening CCCC(=O)Oc1ccc(C2NC(=O)c3ccccc3O2)cc1OC (stereo unspecified) returned M1 PAM parental -16, TAAR1 antag 10, CRFR2-BP antag -10, CHRM5 antagonist 13, TAAR1 ag 1, CHRM5 agonist 1, CHRM5 PAM -4, CRFBP-R2 agonist -0.3 and CHRM4 PAM -8.
CC(=O)Nc1sc(N/N=C\c2cccc(Cl)c2)nc1-c1cccs1 was read as M1 PAM parental 5, TAAR1 antag 4, CRFR2-BP antag 4, CHRM5 antagonist 0, TAAR1 ag -1, CHRM5 agonist 2, CHRM5 PAM -11, CRFBP-R2 agonist -1.2 and CHRM4 PAM 2.
CCc1cc2c(SCC(=O)c3ccc(C)cc3)ncnc2s1 was read as M1 PAM parental 13, TAAR1 antag -4, CRFR2-BP antag 4, CHRM5 antagonist -1, TAAR1 ag 0, CHRM5 agonist 1, CHRM5 PAM 3, CRFBP-R2 agonist -1.6 and CHRM4 PAM 0.
For COc1ccc(-c2c(=O)n(OCc3ccccc3[N+](=O)[O-])c3ccccc3[n+]2[O-])c(OC)c1 the results were M1 PAM parental -1, TAAR1 antag -9, CRFR2-BP antag 28, CHRM5 antagonist 9, TAAR1 ag 1, CHRM5 agonist -4, CHRM5 PAM 6, CRFBP-R2 agonist -0.4 and CHRM4 PAM -1.
CC(O)Cc1nsc(NC(=O)c2cccs2)n1 (stereo unspecified) was read as M1 PAM parental -4, TAAR1 antag 2, CRFR2-BP antag 2, CHRM5 antagonist 1, TAAR1 ag 2, CHRM5 agonist 4, CHRM5 PAM -2, CRFBP-R2 agonist -0.5 and CHRM4 PAM 4.
`COc1ccc(C2c3c(ncn(CCCN4CCOCC4)c3=N)Oc3ccc4ccccc4c32)cc1OC` (stereo unspecified) gave M1 PAM parental -8, TAAR1 antag -9, CRFR2-BP antag -21, CHRM5 antagonist -5, TAAR1 ag 1, CHRM5 agonist 1, CHRM5 PAM 4, CRFBP-R2 agonist 3.8 and CHRM4 PAM -6.
Screening Cc1ccccc1-c1cc2c(c3c1ccn3C)C1CCC2O1 (stereo unspecified) returned M1 PAM parental 8, TAAR1 antag 3, CHRM5 antagonist -8, TAAR1 ag 4, CHRM5 agonist -2, CHRM5 PAM 1 and CHRM4 PAM 4.
`COc1ccc(C(=O)NCCCNC(=O)c2cccnc2)cc1Br` gave M1 PAM parental -3, TAAR1 antag -21, CRFR2-BP antag -1, CHRM5 antagonist -4, TAAR1 ag 0, CHRM5 agonist -3, CHRM5 PAM 3, CRFBP-R2 agonist 0.2 and CHRM4 PAM -1.
Screening COc1ccccc1-n1cnc2cc(C(=O)NCC3CCCO3)ccc21 (stereo unspecified) returned M1 PAM parental 16, TAAR1 antag -4, CRFR2-BP antag 9, CHRM5 antagonist -1, TAAR1 ag 2, CHRM5 agonist -4, CHRM5 PAM 3, CRFBP-R2 agonist -0.4 and CHRM4 PAM 2.
COc1ccc(CNC(=O)C[C@H]2C[C@H](C(=O)N3CCOCC3)[C@@]3(CCC4CCCC4)c4[nH]c5ccc(Cl)cc5c4CCN3C2=O)cc1OC was read as M1 PAM parental 18, TAAR1 antag -4, CRFR2-BP antag 2, CHRM5 antagonist -8, TAAR1 ag 1, CHRM5 agonist 1, CHRM5 PAM 5, CRFBP-R2 agonist -3.1 and CHRM4 PAM 6.
`COc1cccc(OC)c1C(=O)Nc1ccc2c3c(cccc13)CC2` gave M1 PAM parental 20, TAAR1 antag -31, CRFR2-BP antag -5, CHRM5 antagonist 3, TAAR1 ag 5, CHRM5 agonist -3, CHRM5 PAM -3, CRFBP-R2 agonist -2.4 and CHRM4 PAM 2.
CSc1nc(N)nc(SCC(=O)C23CC4CC(CC(C4)C2)C3)c1C#N was read as M1 PAM parental -3, TAAR1 antag 17, CRFR2-BP antag -63, CHRM5 antagonist 12, TAAR1 ag 9, CHRM5 agonist -2, CHRM5 PAM -15, CRFBP-R2 agonist 1.1 and CHRM4 PAM -13.
For COC(=O)c1cnn(C(=O)c2cc(OC)ccc2Br)c1N the results were M1 PAM parental 7, TAAR1 antag 6, CRFR2-BP antag -3, CHRM5 antagonist 7, TAAR1 ag 10, CHRM5 agonist 3, CHRM5 PAM -6, CRFBP-R2 agonist 0.8 and CHRM4 PAM -1.
CCOc1ccccc1N(C(=O)Cn1nnnc1-c1ccc(C)o1)C(CC)C(=O)NC(C)(C)C (stereo unspecified) was read as M1 PAM parental 6, TAAR1 antag 2, CRFR2-BP antag -9, CHRM5 antagonist 1, TAAR1 ag 6, CHRM5 agonist -1, CHRM5 PAM -2, CRFBP-R2 agonist -0.3 and CHRM4 PAM 5.
O=C(O)C(Cc1c[nH]c2ccccc12)NS(=O)(=O)c1cccc2nsnc12 (stereo unspecified) was read as M1 PAM parental 16, TAAR1 antag -26, CRFR2-BP antag 31, CHRM5 antagonist 4, TAAR1 ag 4, CHRM5 agonist 1, CHRM5 PAM -1, CRFBP-R2 agonist 1.0 and CHRM4 PAM -3.
Screening O=C(CSc1ncccc1C(=O)O)c1cccc(C(F)(F)F)c1 returned M1 PAM parental -11, TAAR1 antag -17, CRFR2-BP antag 7, CHRM5 antagonist 13, TAAR1 ag 0, CHRM5 agonist 8, CHRM5 PAM -3, CRFBP-R2 agonist -4.8 and CHRM4 PAM -8.
CC1Cc2ccccc2N1CC(=O)NC(=O)NC(C)(C)C (stereo unspecified) was read as M1 PAM parental 4, TAAR1 antag -15, CRFR2-BP antag -14, CHRM5 antagonist 4, TAAR1 ag -1, CHRM5 agonist 0, CHRM5 PAM -2, CRFBP-R2 agonist -0.3 and CHRM4 PAM -9.
`COc1ccc(-c2n[nH]c(=S)n2-c2ccc(Br)cc2)cc1OC` gave M1 PAM parental 15, TAAR1 antag -17, CRFR2-BP antag 21, CHRM5 antagonist 1, TAAR1 ag 2, CHRM5 agonist 1, CHRM5 PAM 4, CRFBP-R2 agonist -0.5 and CHRM4 PAM -1.
COc1nc(SC)nc(Cl)c1Cc1ccc(OC(C)C)cc1 was read as M1 PAM parental 13, TAAR1 antag -29, CRFR2-BP antag -5, CHRM5 antagonist 0, TAAR1 ag 0, CHRM5 agonist -2, CHRM5 PAM -1, CRFBP-R2 agonist 5.8 and CHRM4 PAM 11.
`Cc1nn(CCOc2ccccc2)c(=O)n1-c1ccccc1` gave M1 PAM parental 10, TAAR1 antag 8, CRFR2-BP antag 15, CHRM5 antagonist 0, TAAR1 ag 9, CHRM5 agonist -1, CHRM5 PAM 0, CRFBP-R2 agonist -1.5 and CHRM4 PAM 7.
`COc1cc(/C=C/C(=O)O)cc(S(=O)(=O)NCCCO)c1OC` gave M1 PAM parental 6, TAAR1 antag -8, CRFR2-BP antag -8, CHRM5 antagonist 5, TAAR1 ag 8, CHRM5 agonist -1, CHRM5 PAM -1, CRFBP-R2 agonist -0.3 and CHRM4 PAM 7.
For CSc1nc2c(c(-c3ccc(O)cc3)c1C#N)CCC2 the results were M1 PAM parental 8, TAAR1 antag 4, CRFR2-BP antag 4, CHRM5 antagonist -4, TAAR1 ag -2, CHRM5 agonist -5, CHRM5 PAM 0, CRFBP-R2 agonist 1.3 and CHRM4 PAM 7.
For CC(C)(C)n1nnnc1C(c1cccnc1)N1CCN(c2ccccc2)CC1 (stereo unspecified) the results were M1 PAM parental 17, TAAR1 antag -24, CRFR2-BP antag 7, CHRM5 antagonist 4, TAAR1 ag 3, CHRM5 agonist -1, CHRM5 PAM -5, CRFBP-R2 agonist -1.0 and CHRM4 PAM 12.
N#Cc1c(N)nc2c(c1-c1cccs1)CCCC2 was read as M1 PAM parental -5, TAAR1 antag 6, CRFR2-BP antag -14, CHRM5 antagonist -5, TAAR1 ag 22, CHRM5 agonist -6, CHRM5 PAM 0, CRFBP-R2 agonist -1.7 and CHRM4 PAM -8.
Screening CN1/C(=C\C(=O)C(F)F)C(C)(C)c2ccccc21 returned M1 PAM parental 8, TAAR1 antag -3, CRFR2-BP antag 7, CHRM5 antagonist 2, TAAR1 ag -2, CHRM5 agonist -2, CHRM5 PAM 2, CRFBP-R2 agonist -1.2 and CHRM4 PAM -4.
Screening CCc1ccccc1CC1CN(Cc2ccccc2)Cc2ccccc2N1c1ccc(OC)cc1 (stereo unspecified) returned TAAR1 antag -22, CHRM5 antagonist 4, TAAR1 ag 4, CHRM5 agonist 0, CHRM5 PAM -2 and CHRM4 PAM 8.
Screening O=C(CC1C(=O)NCCN1Cc1ccc(Cl)c(F)c1)NC1CCC1 (stereo unspecified) returned M1 PAM parental 5, TAAR1 antag -16, CRFR2-BP antag -3, CHRM5 antagonist -9, TAAR1 ag 1, CHRM5 agonist 1, CHRM5 PAM -1, CRFBP-R2 agonist -0.7 and CHRM4 PAM 2.
Clc1cccc(-c2cccc3nccn23)c1 was read as M1 PAM parental 12, TAAR1 antag -1, CHRM5 antagonist 4, TAAR1 ag -1, CHRM5 agonist -1, CHRM5 PAM -2 and CHRM4 PAM -1.

Compound activity from PubChem.
